From PubChem BioAssay
KinaseGlo FLuc: blocks Kinase-Glo luciferase, a counter-screen artifact; Q27757; Kinase-Glo luciferase, ATP luminescence, 8 min; Potency, µM (highest dose often 38.3 µM), for inactives: at the top dose activity change, negative = inhibition, usual class: inhibitors; actives 0.28% (n = 200,000); AID 1379; further: potency means the concentration at half of the fitted maximal effect; on the % scale 0 is the no-effect control and ±100 the full control effect; nearly all actives have a fitted effect of over 60% in size
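Compounds were added to a substrate mix at pH 7.2 (50 mM imidazole, 10 uM ATP, within the enzyme's linear range), followed by Kinase-Glo detection reagent; luminescence was measured after 8 minutes at ambient temperature.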
Lamin A splicing: LMNA splicing modulation. HeLa LMNA splicing GFP/RFP minigene ratio, 48 h. actives 0.01% (n = 200,000). Potency, µM (titrated, usually from 46.1 µM), for the others: at the top dose ratio change, negative = inhibition, actives largely listed as inhibitors; active means well fitted inhibition curve with a large enough effect in the signal ratio, with a control signal flat, not every such curve was filed as active; inconclusive means small, poorly fitted or top-dose-only effect, or effect the other way, or a change in a side signal; the % refers to the signal ratio; further: potency means the concentration at half of the fitted maximal effect; on the % scale 0 is the no-effect control and ±100 the full control effect
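Read-out is the ratio of GFP to DsRed2 object intensity, acquired by 488 nm laser-scanning cytometry on HeLa lamin A-EGFP minigene reporter cells. Compound incubation 48 hrs at 37 °C in Opti-MEM with 2% FBS; DMSO 0.5% final.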
Epigenetic derep: epigenetic control regulation, reporter derepression. actives 0.2% (n = 280,000). AID 1865. Potency, µM (doses to about 53.9 µM), for inactives: top-dose GFP activation, usual class: activators. murine LDR cells, GFP reporter derepression, 30 h; further: potency means the concentration at half of the fitted maximal effect; % of control where 0% means no effect; nearly all actives have a fitted effect of over 60% in size
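In this reporter-derepression format, murine cells bearing a silenced integrated CMV-GFP locus incubate with test compound (30 h, 37 C), then are washed and imaged; fluorescent objects of 20–120 um count as induced cells.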
CBFb RUNX1 block: inhibitors of human CBF-beta and RUNX1 interaction; Potency, µM (titrated, usually from 59.8 µM), for inactives: at the top dose activity, negative = inhibition, usual class: inhibitors; 230,000 tested, under 10 active; AID 1477; Q01196+Q13951; AlphaScreen CBFb-His/RUNX1-biotin binding, biochemical; further: % of control where 0% means no effect
Target sequence (Q01196 whole entry, looked up): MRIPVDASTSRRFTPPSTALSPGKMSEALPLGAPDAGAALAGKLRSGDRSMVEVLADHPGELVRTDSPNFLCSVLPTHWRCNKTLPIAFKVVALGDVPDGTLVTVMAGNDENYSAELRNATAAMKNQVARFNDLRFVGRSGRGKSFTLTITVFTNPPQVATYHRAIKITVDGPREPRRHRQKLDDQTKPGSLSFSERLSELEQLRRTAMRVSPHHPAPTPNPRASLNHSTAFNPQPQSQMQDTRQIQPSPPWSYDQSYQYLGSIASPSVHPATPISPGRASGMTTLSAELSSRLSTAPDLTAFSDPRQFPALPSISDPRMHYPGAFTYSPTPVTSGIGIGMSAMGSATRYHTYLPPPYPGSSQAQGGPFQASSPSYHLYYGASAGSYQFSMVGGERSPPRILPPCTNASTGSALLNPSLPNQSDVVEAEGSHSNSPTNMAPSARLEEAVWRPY
Target sequence (Q13951 whole entry, looked up): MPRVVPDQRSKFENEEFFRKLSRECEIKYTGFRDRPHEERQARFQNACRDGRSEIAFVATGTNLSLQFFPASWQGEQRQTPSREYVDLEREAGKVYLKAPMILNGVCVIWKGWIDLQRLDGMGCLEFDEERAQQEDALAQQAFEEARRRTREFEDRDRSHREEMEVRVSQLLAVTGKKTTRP
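AlphaScreen binding: CBFb-His and RUNX1-biotin (30 nM each) preincubated 20 min, compound added for 15 min, then nickel and streptavidin beads for 90 min, all at room temperature. Disruption of the interaction by any mechanism counts as activity.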
IMPase Li cell: membrane-permeable IMPase blocker, potentiated with lithium; CHO-M1 cells, IP1 TR-FRET (IP-One), carbachol + lithium; Potency, µM (highest dose often 59.4 µM), for inactives: at the top dose activity, negative = IMPase inhibition, actives largely listed as inhibitors; actives 0.35% (n = 210,000);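 further: IP1 builds up when IMPase is blocked and the TR-FRET signal falls; potency means the concentration at half of the fitted maximal effect; plate controls were basal vehicle for no effect and high inhibitor control for full effect; nearly all actives have a fitted effect of over 50% in size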
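IP1 accumulation measured by competitive TR-FRET in lysed CHO-M1 cells after 30 min compound exposure at 37C, with a small lithium addition to potentiate weak responses. Hill-equation AC50 from ratio and donor-channel data.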
NPSR antag: antagonists of human neuropeptide S receptor cAMP signaling; actives 1% (n = 220,000); CHO-NPSR cells, cAMP TR-FRET, antagonist mode; Potency, µM (top dose mostly 38.3 µM), for the others: top-dose activity change, negative = inhibition, actives largely listed as inhibitors; Q6W5P4; further: potency means the concentration at half of the fitted maximal effect; on the % scale 0 is the no-effect control and ±100 the full control effect; nearly all actives have a fitted effect of over 50% in size; many of its hits are not listed in these tables
Target sequence (Q6W5P4 whole entry, looked up): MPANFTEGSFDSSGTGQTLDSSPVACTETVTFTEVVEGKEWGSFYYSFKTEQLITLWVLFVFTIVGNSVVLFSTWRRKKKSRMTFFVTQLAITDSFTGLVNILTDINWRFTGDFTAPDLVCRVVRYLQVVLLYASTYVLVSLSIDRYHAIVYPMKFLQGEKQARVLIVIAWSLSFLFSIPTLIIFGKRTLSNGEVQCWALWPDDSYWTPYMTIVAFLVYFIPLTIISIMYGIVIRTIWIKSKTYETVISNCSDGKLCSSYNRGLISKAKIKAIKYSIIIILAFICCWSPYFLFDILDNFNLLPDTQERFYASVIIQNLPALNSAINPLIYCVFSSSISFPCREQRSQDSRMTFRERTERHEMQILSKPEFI
GLA spleen mod: alpha-galactosidase A (human) modulation; actives 0.008% (n = 240,000); P06280; AID 2107; Potency, µM (series often up to 80 µM), for inactives: top-dose activity change, negative = inhibition, most hits filed as inhibitors; human spleen homogenate, 4MU-alpha-Gal fluorescence, 40 min;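 further: potency means the concentration at half of the fitted maximal effect; 0% = enzyme with vehicle and -100% = no enzyme basal signal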
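Fluorogenic readout (Ex 365/Em 440 nm) of 4-methylumbelliferone released from 1 mM 4-MU-alpha-galactoside by spleen homogenate, 40 min at 37C, pH 5.0. Data normalized to no-enzyme and enzyme controls; Hill-equation AC50 from compound titrations.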
Active calls of the source: *; ? = inconclusive; · = no result given; & = joins results of further samples; [ ] = dose if it differs, or a comment. Unless noted, the call rests on the fitted dose curve; in most records, active means well fitted curve in the direction sought with a large enough effect; inconclusive means small, poorly fitted or top-dose-only effect, or another doubt; inactive means no such curve, though single readings can be large; an effect the other way counts as inactive or inconclusive. An excerpt. The share of hits here may be higher or lower than overall.

SMILES | KinaseGlo FLuc | Lamin A splicing | Epigenetic derep | CBFb RUNX1 block | IMPase Li cell | NPSR antag | GLA spleen mod
Cc1cccc(N(CC(=O)NCCSCc2ccco2)S(=O)(=O)c2ccccc2)c1 | -1% | 13% | -1.4% | -6% | 15%[38.3 µM] | -7%[46.1 µM] | 7%
Nc1nc(COc2ccc(F)cc2)nc(N2CCCCC2)n1 | 4% | · | 0.0% | 24% | 12% | -4% | -4%
CC(C(=O)NCc1ccc(F)cc1)c1ccc([N+](=O)[O-])cc1 (centres undefined) | -1% | · | ? | -18% | 12% | -8% | -15%
O=C(Oc1ccc2ccccc2c1Cl)N1CCCCCC1 | -3% | ? | -1.0% | 21% | 1% | -29% | 3%
[O-][n+]1c2c(nn1-c1ccccc1Cl)-c1nonc1CC2 | 0% | -9% | 0.0% | 7% | 12%[38.3 µM] | 3%[46.1 µM] | 5%
Cc1ccc2c(c1)-c1c(cnn1CC(=O)NC(C)CCc1ccco1)CO2 (centres undefined) | 4% | -8% | -1.0% | -6% | 1% | 0% | 2%
COC(=O)C1=C(C)NC(=O)/C1=C\c1cc(C)n(-c2c(C)cccc2C)c1C | -5% | -2% | -2.9% | 7% | -11%[38.3 µM] | -7%[46.1 µM] | 2%
CC(=O)Oc1ccc(C)cc1-n1nc2ccccc2n1 | ? | 1% | -1.7% | ? | 11%[38.3 µM] | 5%[46.1 µM] | 17%
O=C(Nc1ccc(Br)cc1Cl)Nn1cnnc1 | 2% | -5% | 0.9% | 4% | -7% | 2%[46.1 µM] | 2%
O=C(N1CCOCC1)N(CCN1CCOCC1)Cc1cccc(Cl)c1 | -1% | 1% | -0.7% | 4% | -6%[38.3 µM] | 10%[46.1 µM] | 12%
CCOC(=O)C1=NNC2(c3ccc(Cl)cc3)C(=O)N(c3cc(C)cc(C)c3)C(=O)C12 (centres undefined) | -2% | 8% | -1.8% | -4% | ? | ? | -8%
COc1ccccc1C1C(C#N)=C(N)Oc2cc(C)n(CCCn3ccnc3)c(=O)c21 (centres undefined) | -1% | -13% | -1.0% | 4% | 38%[activator][38.3 µM] | 0%[46.1 µM] | 15%
COC(=O)c1ccc(CSc2nc3ccccc3[nH]2)o1 | -6% | 9% | -1.1% | 0% | -10%[38.3 µM] | -11%[46.1 µM] | -9%
CCCS(=O)(=O)N1CCC(C(=O)NCCN(CC)c2ccccc2)CC1 | 3% | -8% | -0.9% | 2% | 0% | -11%[46.1 µM] | 4%
C[C@@](N)(C(=O)O)c1ccc(C(=O)O)cc1 | 2%&1% | · | 0.0%&-2.7%&-0.3% | 12% | -4%&1%&11% | · | 5%&-23%&4%
COc1ccccc1NC(=O)CSc1ncn[nH]1 | 0% | 17% | -2.2% | -2% | -5%[38.3 µM] | 8%[46.1 µM] | -9%
O=C(c1ccc(F)cc1)N1CCN(C(=O)c2cccnc2)CC1 | -3% | 1% | -7.6% | 0% | -6%[38.3 µM] | -2%[46.1 µM] | 3%
CCCCCC(=O)Nc1cccc2ccccc12 | -4% | · | 0.8% | 8% | -7% | 6% | -9%
Cc1cc(C(=O)Nn2cnnc2)cs1 | -6% | -1% | 0.2% | 3% | -11%[38.3 µM] | -10%[46.1 µM] | 9%
COc1ccc(/C(O)=C2/C(=O)C(=O)N(CCCN(C)C)C2c2cccnc2)cc1 (centres undefined) | -1% | -1% | 0.0% | 6% | -6%[38.3 µM] | 3%[46.1 µM] | -3%
CCc1cc(C(=O)N2CCc3c([nH]c4ccccc34)C2c2ccc(OC)cc2F)no1 (centres undefined) | 0% | · | 0.0% | -2% | 3% | -5% | 0%
Cc1cc(C(=O)Nc2cnc3ccccc3c2)ccc1[N+](=O)[O-] | 1% | · | 5.2% | -11% | -1% | 0% | 5%
CCCCNC(=O)c1cc2cccc([N+](=O)[O-])c2[nH]1 | · | · | -8.9% | -4% | · | -13% | 2%
COC(=O)c1ccc(CN2CCN(C3CCCCC3)C(CCO)C2)cc1 (centres undefined) | 0% | · | -11% | 3% | 17% | -9% | -11%
O=C(NC1CCCC1)c1cccc(S(=O)(=O)N2CCCCC2)c1 | 3% | -11% | -1.1% | 1% | 18%[38.3 µM] | 0%[46.1 µM] | -11%
O=C(OC(C(=O)Nc1cc(Cl)cc(Cl)c1)c1ccccc1)C1=COCCO1 (centres undefined) | 0% | ? | -2.5% | 9% | 7% | -19% | 3%
Clc1cccc(Cl)c1Cn1nnc(-c2cccs2)n1 | 0% | -5% | 0.0% | 4% | -13% | -7%[46.1 µM] | -3%
O=C(CN1CCN(c2ccccc2)CC1)c1ccc2cc[nH]c2c1 | -2% | -1% | 0.0% | -8% | -1%[38.3 µM] | -11%[46.1 µM] | 2%
Cc1ccc(/C=C/C(=O)NCCCn2ccnc2)cc1 | -4% | 10%[46 µM] | 2.2% | 4% | 1% | 28% | -3%
CCOc1ccc(C(=O)Nc2cc(-c3nc4ccccc4[nH]3)ccc2C)cc1[N+](=O)[O-] | -2% | 3% | -4.3% | 1% | 1%[38.3 µM] | ? | -4%
Cc1noc(NC(=O)c2ccc(Cl)c(Cl)c2)c1Cl | 0% | · | 5.7% | -4% | -1% | -4% | -5%
O=C(CSc1ncccc1C(=O)O)NC12CC3CC(CC(C3)C1)C2 | 1% | -8%[46 µM] | -1.6% | 12% | -9% | -9% | 3%
BrCCOCCOc1ccc2ccccc2c1 | 0% | -8% | -3.2% | -8% | -9% | 24% | 7%
COc1ccc(OC)c(-c2c(=O)n(OCc3ccccc3Br)c3ccccc3[n+]2[O-])c1 | 1% | -8% | 0.1% | -12% | 7% | -17% | -7%
CON/C=C(\C=Nc1ccc(F)cc1)c1ncc(C(F)(F)F)cc1Cl | 2% | 0% | -0.9% | 8% | 5% | -12%[46.1 µM] | 2%
O=C1CCCc2ccccc2N1Cc1cccc(F)c1 | 4% | · | -1.9%[10.1 µM] | -2% | 8% | -5% | -7%
O=C(CSc1n[nH]c(-c2ccccc2Br)n1)NC(=O)NCc1ccco1 | 4% | 2% | 0.0% | -2% | -5%[38.3 µM] | -6%[46.1 µM] | 8%
O=C(COC(=O)c1ccccn1)Nc1ccc(S(=O)(=O)N2CCOCC2)cc1 | 2% | -3% | -0.9% | 3% | -8% | -7%[46.1 µM] | -3%
O=C(Cn1cccc1)Nc1ccc(F)cc1F | 1% | -6% | -0.1% | -1% | 11%[38.3 µM] | 0%[46.1 µM] | -16%
CCC(=O)N1N=C(c2c(O)n(C)c(=O)n(C)c2=O)CC1c1ccccc1 (centres undefined) | · | · | -1.2% | -3% | · | -9% | -8%
O=C(CNS(=O)(=O)c1ccc(Br)s1)NC1CCCc2ccccc21 (centres undefined) | -1% | ? | 0.9% | 4% | 4% | 4% | -1%
S=c1[nH]nc(-c2ccc3ccccc3n2)o1 | -4% | 1% | 0.2% | -1% | 22%[38.3 µM] | -11%[46.1 µM] | 7%
O=C(NCc1ccco1)c1ccccc1-c1nc(-c2ccc(F)cc2)no1 | · | · | -0.3% | 1% | · | -1% | -6%
O=C(O)CCC(=O)Nc1ccc(Cc2ccc(NC(=O)CCC(=O)O)c(O)c2)cc1O | -3% | 7% | 5.8% | -5% | -8%[38.3 µM] | 5%[46.1 µM] | -17%
COc1cccc(CNC(=O)C(c2ccc(Cl)cc2)C(C)C)c1 (centres undefined) | 3% | ? | 0.0% | 16% | 15% | -34% | -23%
CCc1nc2ccc(C(=O)NCc3ccccc3)cc2nc1CC | 0% | 9%[46 µM] | -1.5% | 0% | 19% | 1% | -3%
CCOC(=O)N1CCN(CC(=O)Nc2ccc(F)cc2)CC1 | -2% | 10%[46 µM] | 1.0% | 6% | -8% | -16% | 6%
CCOC(=O)c1c(NC(=O)CSc2nnc(C)c(=O)[nH]2)sc(C)c1-c1ccc(C)cc1 | · | · | -1.5% | 13% | · | -20% | 12%
CSC1=N/C(=C/c2cccnc2)C(=O)N1Cc1ccc(Cl)cc1 | · | · | 0.0% | 17% | · | 32% | 10%
COc1ccccc1Sc1ccccc1/C=N/NC(N)=O | 1% | · | -1.6% | 0% | -2% | -5% | 5%
NC(=O)Cn1nnc(-c2ccc(CN3CCCCC3)cc2)n1 | -3% | 4%[46 µM] | 2.6% | 5% | 15% | -8% | -6%
Cc1cc2c3ccccc3ncn2n1 | · | · | 1.1% | -2% | · | 4% | -9%
C/C(CS(=O)(=O)c1ccc(Cl)c(Cl)c1)=N/NC(N)=S | 0% | · | -6.9% | -2% | 29% | 1% | 2%
COc1ccccc1N1CCN(C(=O)c2cc(-c3cccs3)on2)CC1 | 3% | -22% | -1.0% | -6% | 5% | -7%[46.1 µM] | 0%
O=C(Nc1ccccc1)c1cccc(N2C(=O)CCC2=O)c1 | 5% | -3% | -1.1% | 6% | 13%[38.3 µM] | 3%[46.1 µM] | 8%
COC(=O)NNC(=O)c1ccccc1C | -3% | -2% | 0.0% | 2% | 19%[38.3 µM] | 2%[46.1 µM] | 9%
CCCCCCC1CC(CSC(=N)N)OC1=O (centres undefined) | 19% | 20% | -1.0% | -1% | 23%[38.3 µM] | 2%[46.1 µM] | 0%
CC(C)OCCCNC(=O)CN1CCN(Cc2ccccc2Cl)C1=O | -1% | 10% | 2.3% | 5% | 2%[38.3 µM] | -6%[46.1 µM] | 9%
COc1ccc(Cn2c(SCc3cc(C)ccc3C)nc3cc(OC)c(OC)cc3c2=N)cc1 | -1% | ? | 5.3% | -3% | 23%[38.3 µM] | -23%[46.1 µM] | -12%
CCOC(=O)c1ccc(NC(=S)NCCc2ccccc2F)cc1 | -2% | ? | -1.1% | 11% | 17% | -42% | 6%
O=C(NNC(=S)NC1CCCCC1)c1ccccc1Cl | 4% | 1%[46 µM] | -1.3% | 6% | -1% | 1% | 6%
Cc1cccc(Nc2nc3ccccc3s2)c1C | 2% | ? | -1.9% | 8% | -3% | -11% | -1%

Retrieved by structure from above:
SMILES | KinaseGlo FLuc | Lamin A splicing | Epigenetic derep | CBFb RUNX1 block | IMPase Li cell | NPSR antag | GLA spleen mod
CCOC(=O)N1CCN(CC(=O)Nc2ccc(F)cc2)CC1 | -2% | 10%[46 µM] | 1.0% | 6% | -8% | -16% | 6%
O=C(CNS(=O)(=O)c1ccc(Br)s1)NC1CCCc2ccccc21 (centres undefined) | -1% | ? | 0.9% | 4% | 4% | 4% | -1%
Cc1cccc(Nc2nc3ccccc3s2)c1C | 2% | ? | -1.9% | 8% | -3% | -11% | -1%
